# p53ts 32C kill – p53ts cell cytotoxicity, permissive temperature | 130,000 tested, 0.93% active | Potency, µM (top dose mostly 46.1 µM), inactives show at the top dose activity change, negative = cytotoxicity, hits mostly cytotoxic | H1299-p53A138V at 32C, ATP luminescence viability, 24 h;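 note: 0% = DMSO and -100% = full killing by reference compound; nearly all actives have a fitted effect of over 55% in size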
#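 H1299-p53 A138V cells (temperature-sensitive p53) exposed 24 h to up to 46 uM compound at 32C, where p53 is wild-type in conformation. Viability read as ATP luminescence and normalised to DMSO and 100 uM tamoxifen. AC50 fitted with the Hill equation.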
# IkB signaling – inhibitors of IkB signaling in ABC-DLBCL cells; ABC-DLBCL IkBa-CBG/CBR dual luciferase ratio, 4 h; response scale: scaled: untreated 0%, proteasome inhibitor 100%; Potency, µM (titrated, usually from 57.1 µM), for the others: at the top dose IkBa stabilization activation; 110,000 tested, 0.04% active; active = well fitted curve in the direction sought with a large enough effect in the signal ratio, not every such curve was filed as active; inconclusive = small, poorly fitted or top-dose-only effect, or a change in a side signal; the % refers to the signal ratio;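 note: the direction sought is a rising ratio; 0% = basal untreated cells and 100% = reference inhibitor full response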
#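 Luminescence ratio of IκBα-fused green versus native red beetle luciferase in OCI-Ly3 cells, 4 h post-doxycycline with compound; red signal alone, scaled from basal (0%) to zero light (-100%), flagged nonspecific or cytotoxic effects.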
# p53ts 39C tox – p53ts cell cytotoxicity, nonpermissive temperature; H1299-p53A138V viability at 39C, ATP luminescence, 24 h; Potency, µM (highest dose often 46.1 µM), for inactives: top-dose activity change, negative = cell killing, most hits filed as cytotoxic; 130,000 tested, 1.5% active; note: nearly all actives have a fitted effect of over 55% in size
# Peg3 imprint – inducers of genomic imprint erasure in mouse ES cells | mouse ES Peg3-LacZ reporter, beta-gal luminescence, 40 h | Potency, µM (highest dose often 60.7 µM), for the others: top-dose activity change, positive = activation, most hits filed as activators | 110,000 tested, 0.02% active | AID 1948;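 note: 0% = negative control wells on the plate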
#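 Imprint erasure is scored as LacZ activity from the silenced maternal Peg3 allele in feeder-free female ES cells cultured 40 h with LIF. Luminescence is normalized to in-plate negative controls and fitted to the Hill equation.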
# Numbers without * were called inactive; ? = inconclusive; . = not tested or not shown; & = joins results of further samples; [ ] = another dose, or the depositor's remark. Unless noted, calls come from the whole dose curve; as a rule, active = well fitted curve in the direction sought with a large enough effect; inconclusive = small, poorly fitted or top-dose-only effect, or another doubt; inactive = no such curve, though single readings can be large; an effect the other way counts as inactive or inconclusive. Unless noted, % is set by controls: 0 for no effect and ±100 for the full control effect; potency is the fitted concentration of half-maximal effect. This is a random part of the collection; 1.7% or so of the library scored in one or more.
SMILES,p53ts 32C kill,IkB signaling,p53ts 39C tox,Peg3 imprint
O=C(NCC1CCCO1)C1CCCN1C(=O)NC1CCCCC1 (stereo unspecified),-6%,3.4%,-9%,2%
CCc1ccc(C2CC(=O)c3c([nH]c(C(=O)OC4CCC(C)CC4)c3C)C2)cc1 (stereo unspecified),-1%,0.0%,11%,-1%[10.9 µM]
O=C(/C=C\c1ccc2c(c1)OCO2)NC1CC(=O)N(c2ccc(Cl)cc2)C1 (stereo unspecified),-3%,-1.0%,0%,-11%[10.9 µM]
Cn1c(Cn2c(=O)sc3ccccc32)nnc1SCC(=O)NCc1ccccc1,-4%,-0.6%,5%,-5%
Cc1cc(NC(=O)c2cccc(S(=O)(=O)N3CC(c4ccccc4)CC3=O)c2)no1 (stereo unspecified),6%,?,12%,-15%
COc1ccc(N2CCN(C(=O)C3CCCN(S(=O)(=O)c4ccc5c(c4)oc(=O)n5C)C3)CC2)cc1 (stereo unspecified),-1%,?,-10%,-21%[10.9 µM]
COc1ccc2c(C)c(Cl)c(=O)oc2c1,-1%,-2.0%,-6%,-15%
CCOC(=O)C1CCN(C(=O)CN2c3ccc(CC)cc3-c3ccccc3S2(=O)=O)CC1,7%,?,-6%,-7%[10.9 µM]
O=C(OCc1c(F)cccc1Cl)c1cnccn1,3%,-0.7%,10%,-6%
COc1ccc(N(C)S(=O)(=O)c2c(C)[nH]c(=O)[nH]c2=O)cc1,-3%,0.3%,0%,1%
O=C(c1ccc(CS(=O)(=O)c2c(Cl)cccc2Cl)o1)N1CCN(c2ccccn2)CC1,-3%,2.4%,-4%,-10%
COc1ccc(Nc2ncnc3c2oc2ccccc23)cc1,4%,-0.9%,-4%,-34%[inhibitor]
COc1ccc(C(=O)N2CCC3(CCCN(Cc4ccncc4)C3)CC2)cc1,7%,-1.4%[11.4 µM],-1%,.
CCOC(=O)c1c(NC(=O)c2cc(=O)c3cc(C)ccc3o2)sc2c1CCCC2,-5%,-0.6%,-1%,21%[10.9 µM]
COc1ccc(Cl)cc1-c1nc(-c2ccc(NC(=O)c3ccncc3)cc2)no1,0%,-1.1%,10%,-21%
COc1ccc(C)cc1NC(=O)c1cnc2ccc(C)cn2c1=O,-1%,-0.7%,13%,27%[10.9 µM]
COc1ccc(-c2csc3ncnc(Nc4ccc(OC)cc4OC)c23)cc1,-9%,?,-14%,-11%[10.9 µM]
O=C(c1cc2c(s1)-c1ccccc1OC2)N1CCCC1,?,?,-24%,-36%[inhibitor]
CCCC(=O)Nc1ccc(Cl)c(NC(=O)c2cccnc2)c1,7%,-2.9%,-4%,18%
Cc1ccc(C)n1CCN1CCN(CC(=O)Nc2ccc(S(N)(=O)=O)cc2)CC1,0%,1.0%,-4%,-12%
CSc1nnc2c3ccccc3n(Cc3ccccc3)c2n1,-5%,-0.6%,-4%,18%
COc1ccccc1-c1ccc2ncnc(N3CCOCC3)c2c1,?,-1.7%[11.4 µM],?,-12%
CCc1cc2c(=O)c(-c3nc4ccccc4n3C)c(COCC(=O)O)oc2cc1O,-1%,.,-7%,.
Cc1[nH]nc(-c2ccc(O)cc2O)c1-c1ccc(Cl)cc1,16%,?,2%,-10%
COc1cc(OC)cc(-c2nc(-c3ccccc3)no2)c1,-13%,4.7%,-14%,-30%[inhibitor]

# The last two compounds of the part before are carried over, then new ones follow:
SMILES,p53ts 32C kill,IkB signaling,p53ts 39C tox,Peg3 imprint
Cc1[nH]nc(-c2ccc(O)cc2O)c1-c1ccc(Cl)cc1,16%,?,2%,-10%
COc1cc(OC)cc(-c2nc(-c3ccccc3)no2)c1,-13%,4.7%,-14%,-30%[inhibitor]
O=C1C=CC2=C3c4cc(O)c(O)cc4CC3(O)COC2=C1O (stereo unspecified),-11%&-3%,.,-25%&-3%,-10%&7%
O=C1[C@@H]2CSC(c3ccc(F)cc3)N2C(=O)N1c1ccc(Cl)cc1 (stereo partly specified),-2%,?,-22%,-13%[10.9 µM]
Cc1cc(C)c(-c2cc(NC(=O)CSc3nncn3C)n(-c3ccccc3)n2)cc1C,3%,0.2%,-14%,-11%
Cc1ccc2oc(-c3ccc(Cl)c(NC(=O)c4cc5ccccc5o4)c3)nc2c1,2%,?,0%,-10%[10.9 µM]
Cc1onc(-c2c(Cl)cccc2Cl)c1C(=O)NC(C)(C)CO,4%,-0.1%,10%,-7%
CN(C)CCCNCCCNC(=O)/C(=N\O)c1ccccn1,0%,0.6%,11%,4%
O=C(c1ccc([N+](=O)[O-])cc1)N(Cc1ccco1)c1ccccn1,?,-0.7%,-26%,-9%[10.9 µM]
CCCCn1c(=O)c2oc3ccccc3c2n(Cc2cccc(C)c2)c1=O,2%,-0.2%,-4%,16%[10.9 µM]
CC(C)c1nn2c(=O)cc(COC(=O)C3CCCCC3)nc2s1,-8%,-1.5%,-25%,14%[10.9 µM]
Cc1ccc(-n2ncc3c(N4CCN(c5ccccc5)CC4)ncnc32)cc1C,3%,-0.9%,-22%,5%[10.9 µM]
Cc1ccc2c(=O)cc(C(=O)Nc3cccc(C(F)(F)F)c3)oc2c1C,4%,-1.4%,-13%,-7%[10.9 µM]
CC1=C(C(=O)OCC2CCCCC2)C(c2ccc(Cl)cc2Cl)CC(=O)N1 (stereo unspecified),7%,2.9%,?,-5%[10.9 µM]
Cc1cccc(N(CC(=O)N(C)Cc2ccccc2)S(=O)(=O)c2ccccc2)c1C,18%,?,7%,-16%[10.9 µM]
COc1ccc(OCCN2C(=O)NC(C)(c3ccc(C)cc3)C2=O)cc1 (stereo unspecified),1%,1.0%,-12%,-7%
C=CCn1c(COc2cccc3ccc(C)nc23)nnc1SCC(=O)OC,3%,0.6%,11%,0%
CC(NC(=O)C(NC(=O)C1CCCN1C(=O)OC(C)(C)C)C(C)C)C(N)=O (stereo unspecified),-10%,-0.2%,-6%,1%
COC(=O)[C@@]1(Cc2ccc(OC)cc2)[C@H]2c3cc(C(=O)N4CCCC4)n(Cc4nc5ccccc5[nH]4)c3C[C@H]2CN1C(=O)c1ccccc1,11%,.,2%,-13%
COc1ccc(O[C@H]2C=C[C@@H](c3ccccc3)O[C@H]2COC(=O)CC/C(C)=N\O[C@@H](C)CN2CCCc3nc(C)c(C)cc32)cc1,5%[9.22 µM],.,0%[9.22 µM],.
N#Cc1cccc(-c2ccc3ncnc(NCc4cccnc4)c3c2)c1,8%,-0.7%[11.4 µM],6%,-15%
O=C(Cn1c(=O)n(Cc2nc(-c3ccccc3)no2)c(=O)c2cc3c(cc21)OCO3)Nc1cccc(C(F)(F)F)c1,3%,?,3%,11%[10.9 µM]
CCNc1ncc2ncc(=O)n(CCc3ccccc3)c2n1,6%,0.5%[11.4 µM],20%,.
COc1ccc(S(=O)(=O)N2CCCN(Cc3cccc(F)c3)CC2)cc1,-16%,2.3%,-17%,-22%
CC(NC(=O)OC1CCCCC1)N1C(=O)C2C3C=CC(C3)C2C1=O (stereo unspecified),-10%,-0.4%,-11%,-12%
CCOC(=O)C1CCCN(C(=O)COC(=O)C2=COCCO2)C1 (stereo unspecified),0%,0.8%,9%,-4%
CN(C)S(=O)(=O)c1ccc(C(=O)Nc2ccnn2C2CCCCC2)cc1,-1%,6.7%,-12%,-9%

# Exported with two lines to a compound: 7 of the compounds above
# Values run as follows: p53ts 32C kill, IkB signaling, p53ts 39C tox, Peg3 imprint
Cc1onc(-c2c(Cl)cccc2Cl)c1C(=O)NC(C)(C)CO
 : 4%, -0.1%, 10%, -7%
CN(C)CCCNCCCNC(=O)/C(=N\O)c1ccccn1
 : 0%, 0.6%, 11%, 4%
Cc1ccc2oc(-c3ccc(Cl)c(NC(=O)c4cc5ccccc5o4)c3)nc2c1
 : 2%, ?, 0%, -10%[10.9 µM]
CCNc1ncc2ncc(=O)n(CCc3ccccc3)c2n1
 : 6%, 0.5%[11.4 µM], 20%, .
O=C1C=CC2=C3c4cc(O)c(O)cc4CC3(O)COC2=C1O (stereo unspecified)
 : -11%&-3%, ., -25%&-3%, -10%&7%
CN(C)S(=O)(=O)c1ccc(C(=O)Nc2ccnn2C2CCCCC2)cc1
 : -1%, 6.7%, -12%, -9%
CC(NC(=O)OC1CCCCC1)N1C(=O)C2C3C=CC(C3)C2C1=O (stereo unspecified)
 : -10%, -0.4%, -11%, -12%

# New compounds follow
SMILES,p53ts 32C kill,IkB signaling,p53ts 39C tox,Peg3 imprint
CC(=O)Nc1ccc(NC(=O)C2Cc3ccccc3N2C(=O)c2ccccc2)cc1 (stereo unspecified),7%,-0.6%,-33%,-10%[10.9 µM]
CCS(=O)(=O)c1ncc(N(Cc2ccco2)Cc2ccccc2F)c(C(=O)Nc2cccc(Cl)c2)n1,10%,-0.9%,4%,-10%[10.9 µM]
COCCNC(=O)c1sc2ncn(CC(=O)N3CCCCC3)c(=O)c2c1C,11%,0.8%,5%,4%
Cc1noc(C(=O)Nc2ccccc2C(F)(F)F)c1Cl,2%,0.2%,5%,-8%
COc1ccccc1Nc1nc(-c2ccccc2Cl)c2cc(Br)ccc2n1,10%,26%,10%,3%[10.9 µM]
COc1ccc(Oc2ncc3nc(-c4ccc(F)cc4)c(=O)n(C[C@H]4CCCO4)c3n2)cc1,1%,5.5%[11.4 µM],-8%,-14%
O=C(NCCCN1CCCCC1)C1CCC(=O)N1CCc1ccccc1 (stereo unspecified),-12%,-1.5%,-1%,-2%
CCCCNC(=O)c1nc2ncc(Br)cn2n1,3%,0.2%,13%,1%
Cn1c(=O)c2c(nc(NCc3ccc4c(c3)OCO4)n2C)n(C)c1=O,8%,0.3%,16%,8%
C=CCc1ccccc1OCCn1ccnc1,1%,0.9%,2%,-21%
COC(=O)c1ccccc1NC(=O)C1CC(=O)N(c2ccccc2)C1 (stereo unspecified),5%,0.2%,8%,-11%
CCOC(=O)c1cccc(NC(=O)C2CCCN(c3nnc(C)c4c(C)n(-c5ccccc5)nc34)C2)c1 (stereo unspecified),8%,?,-4%,-3%[10.9 µM]
CN1C(=O)c2ccccc2Sc2ccc(NC(=O)Cc3ccc(Cl)cc3)cc21,33%[activator],3.5%,-12%,-28%[10.9 µM]
CC(C)c1ccc(N(CC(=O)O)S(=O)(=O)c2cccnc2)cc1,1%,-0.1%,3%,-1%
CC(=O)N1CCc2cc(CNS(=O)(=O)c3cccs3)ccc21,-17%,-0.5%,9%,8%[10.9 µM]
CCN(C(=O)CSc1nnc(-c2cc(OC)c(OC)c(OC)c2)o1)c1ccccc1,-7%,14%,?,-3%[10.9 µM]
CCOc1ccc(-c2nc3cc(NC(=O)COc4cccc(C)c4)ccc3o2)cc1,-8%,-1.5%,-5%,-21%[10.9 µM]
O=C(Nc1ccccc1)Nc1ccccn1,-16%,0.9%,-8%,-54%[inhibitor]
Cc1ccc(-n2nnc3ccccc3c2=O)cc1C,-9%,1.5%,-10%,-60%[inhibitor]
CSc1ccc(C2C(C#N)=C(N)Oc3cc4c(cc32)OCO4)cc1 (stereo unspecified),43%[activator],1.8%,51%[activator],-18%
COc1cccc(C(=O)NCC(c2ccc3c(c2)OCO3)N2CCN(C)CC2)c1 (stereo unspecified),0%,?,23%,-1%[10.9 µM]
CCOC(=O)C1CCN(CCC(=O)Nc2ccccc2Cl)CC1,-6%&-9%,-3.2%,11%&2%,-7%[10.9 µM]
O=C(Cc1cccs1)NC1CC(=O)N(c2ccc(F)cc2)C1 (stereo unspecified),-2%,?,-9%,1%[10.9 µM]
CC1(C)CC2/C(CO)=C/C=C/[C@](C)(O)CC[C@]21O (stereo partly specified),-4%,.,7%,?
COc1ccc(CC(=O)Nc2ccc(-c3nc4ccccc4s3)c(C)c2)cc1OC,-27%,-3.8%,-25%,-21%[10.9 µM]
CN(Cc1ccco1)c1ccnc(-c2cccc(C#N)c2)n1,-7%,-1.3%[11.4 µM],-13%,?
Cc1cc(N2CC(=O)N(CCc3ccccc3)C(=O)C2)n2ncnc2n1,5%,-2.4%,1%,6%
Cc1cccc(OCCCC(=O)Nc2ccc(N3CCOCC3)cc2)c1,-1%,-0.8%,-1%,-9%
CCN1CCN(c2cc(C)c3cc(NC(=O)/C=C/c4ccc(OCCC(C)C)cc4)ccc3n2)CC1,12%,?,6.3µM*,-32%[inhibitor][10.9 µM]
O=C(Nc1ccccc1F)c1oc2ccccc2c1NC(=O)c1c(F)cccc1F,?,?,?,-9%[10.9 µM]
